Assay outcomes as filed in PubChem.
M1 PAM parental: nonselective activator or artifact in parental CHO-K1 calcium assay | ATP EC20, Fluo-8 calcium fluorescence; 0% at ATP EC20, 100% at ATP max | activation, % at 3 µM | 360,000 tested, 0.02% active | AID 602247;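 active = activation above the run cutoff, the mean activation of all test compounds plus 3 SD, cut at about 40% in these data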;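 note: peak over basal fluorescence ratio in a 140 s read after ATP addition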
CHO parental Ca: counter-screen: ATP calcium response change in parental CHO cells. 330,000 tested, 0.63% active. AID 463079. parental CHO-K1, ATP-induced calcium, Fluo-8 fluorescence. inhibition, % at 5.6 µM;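 active = inhibition above that plate's mean sample inhibition plus 3 SD, cut at about 26% in these data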;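 note: 0% = ATP-challenged DMSO wells and 100% = DMSO wells without ATP; some compounds past the cut are filed as inactive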
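Test system: untransfected parental CHO cell line; also added: ATP stimulus; dosing: 5.6 µM, single dose; signal: calcium-sensitive Fluo-8 fluorescence; measure: percent inhibition of ATP-evoked calcium rise, normalized to controls; benchmarks: low control ATP plus DMSO, high control DMSO only; replication: one well per compound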
M1 ag: human M1 muscarinic receptor agonism; P11229; activation, % at 3 µM; 360,000 tested, 0.33% active; CHO-K1 hM1, Fluo-8 calcium fluorescence, agonist mode; 0% DMSO, 100% acetylcholine EC100;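 active = activation above the run's mean compound activation plus 3 SD, cut at about 16% in these data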;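 note: peak over basal fluorescence ratio within a 140 s kinetic read after compound addition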
OXTR potentiate: potentiates the human oxytocin receptor response | P30559 | CHO-OTR cells, Fluo-8 calcium fluorescence, potentiator mode; 0% = oxytocin EC15, 100% = EC100 | activation, % at 3 µM | 320,000 tested, 0.061% active | AID 2445;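 active = activation above that plate's cutoff, the mean activation of tested compounds plus 3 SD, cut at about 6.6% in these data, passing the limit was not always enough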;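 note: 100% uses oxytocin at 75 nM as the full agonist control; some results filed as inactive read as strong as hits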
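Measured by – Fluo-8 calcium dye fluorescence · Test system – human OTR in CHO cells · Dosing – one concentration, 3.0 µM compound · Controls – EC15 oxytocin alone as 0%, 75 nM oxytocin as 100% · Evaluation – normalized max/min fluorescence ratio, % activation · Timing – 6 min pre-incubation, 100 s read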
CHO-K1 Ca ag: nonselective activator or artifact in parental CHO-K1 cells | Fluo-8 calcium fluorescence; scaled to maximal ATP response, vehicle zero | activation, % at 3 µM | 360,000 tested, 0.48% active | AID 602248; in the data active = activation above about 15%;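 note: untransfected CHO-K1 host cells lacking M1 receptor as counterscreen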
TAAR1 agonist: human TAAR1 agonism; Q96RJ0; 360,000 tested, 0.99% active; activation, % at 3 µM; CHO RD-HGA16 TAAR1, Fluo-8 calcium fluorescence; vehicle wells 0%, saturating PEA agonist 100%;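 active = activation above the mean activation of all test compounds in the run plus 3 SD, cut at about 38% in these data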
Target sequence (Q96RJ0 whole entry, looked up): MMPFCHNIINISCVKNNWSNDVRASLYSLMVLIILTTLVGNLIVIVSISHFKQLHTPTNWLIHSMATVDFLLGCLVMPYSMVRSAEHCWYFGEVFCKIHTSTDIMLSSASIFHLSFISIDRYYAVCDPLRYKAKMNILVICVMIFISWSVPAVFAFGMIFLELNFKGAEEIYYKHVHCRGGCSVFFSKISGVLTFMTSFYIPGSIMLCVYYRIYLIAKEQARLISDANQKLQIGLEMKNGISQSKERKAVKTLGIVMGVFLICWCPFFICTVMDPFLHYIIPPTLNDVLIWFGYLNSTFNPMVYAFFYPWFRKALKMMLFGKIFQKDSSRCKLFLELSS
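Test system: RD-HGA16 (CHO) cells co-expressing Gα16 and hTAAR1; dosing: one-point dosing at 3 µM (nominal); timing: 17-24 h seeding, 75 min 37 °C dye, 30 min RT; signal: kinetic Fluo-8 calcium fluorescence; read-out basis: % activation relative to PEA EC100 response; controls: DMSO and PEA EC100; replicates: n 1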
V1aR counter: activates human V1a receptor in oxytocin agonist counter-screen; 320,000 tested, 0.25% active; CHO-V1R cells, Fluo-8 calcium fluorescence, agonist mode; 0% DMSO, 100% 3 nM vasopressin; activation, % at 3 µM; AID 2797; P37288;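 active = activation above the mean activation of all tested compounds plus 3 SD, per screening run, cut at about 20% in these data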;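 note: signal is peak over basal fluorescence ratio across a 100 second FLIPR read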
Target sequence (P37288 whole entry, looked up): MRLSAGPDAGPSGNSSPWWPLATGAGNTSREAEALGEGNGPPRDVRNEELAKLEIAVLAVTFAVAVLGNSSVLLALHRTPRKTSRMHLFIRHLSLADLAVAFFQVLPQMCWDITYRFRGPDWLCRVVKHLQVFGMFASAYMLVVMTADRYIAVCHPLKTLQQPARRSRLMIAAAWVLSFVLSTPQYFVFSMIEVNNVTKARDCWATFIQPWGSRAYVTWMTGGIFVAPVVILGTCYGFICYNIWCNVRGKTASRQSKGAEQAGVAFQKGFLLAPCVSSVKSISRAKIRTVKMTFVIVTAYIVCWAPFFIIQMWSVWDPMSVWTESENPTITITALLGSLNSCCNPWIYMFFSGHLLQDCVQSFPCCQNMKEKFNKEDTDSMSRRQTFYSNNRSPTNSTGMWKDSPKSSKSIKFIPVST
TAAR1 antagonist: human TAAR1 antagonism; CHO RD-HGA16 TAAR1, Fluo-8 calcium fluorescence, antagonist; inhibition, % at 3 µM; 360,000 tested, 1.5% active; AID 624466;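 active = inhibition above a per-plate cutoff, the mean inhibition of test compounds on that plate plus 3 SD, cut at about 49% in these data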;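 note: 0% = DMSO plus EC80 beta-PEA response and 100% = DMSO alone without agonist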
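Assay system: CHO-derived RD-HGA16 cells stably expressing human TAAR1 plus Gα16. Timing: 140 s kinetic read after compound, 140 s after agonist. Technique: kinetic Fluo-8 calcium fluorescence measurement. Measure: % inhibition of agonist calcium response.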
CHO-K1 Ca antag: nonselective inhibitor or artifact in parental CHO-K1 cells | ATP-induced calcium, Fluo-8 fluorescence | inhibition, % at 3 µM | 360,000 tested, 0.6% active;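 active = inhibition above a per-plate cutoff, the plate's mean sample inhibition plus 3 SD, cut at about 24% in these data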;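 note: 0% = DMSO plus EC80 ATP and 100% = DMSO alone without ATP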
* = called active by the depositor; x = not tested or not shown.

SMILES	M1 PAM parental	CHO parental Ca	M1 ag	OXTR potentiate	CHO-K1 Ca ag	TAAR1 agonist	V1aR counter	TAAR1 antagonist	CHO-K1 Ca antag
COc1ccc(/C(N)=N/OC(=O)Oc2ccccc2)cc1	10	-1	0	-7	0.4	12	1.6	-12	-8
C=CCCN(C(CC(C)C)C(=O)OC)S(=O)(=O)c1ccccc1Br (configuration not stated)	7	-26	-6	-8	-0.4	9	-1.1	27	-9
CC(C)c1ccc([C@@H]2O[C@H](C)CC3=C2C(=O)OC(C)(C)O3)cc1	23	x	x	x	0.3	3	x	-10	-10
OC[C@H]1OC(O)C[C@@H](O)[C@@H]1O (some centres not stated)	-10	-4	-1	-5	-0.3	1	0.1	-25	10
CC1(C)C(=O)Nc2ccccc2N1C(=O)COc1ncnc2ccccc12	7	-7	-2	0	0.8	4	0.7	2	-21
Cc1ccc(-c2cc(C(=O)NCCCn3ccnc3)c3cc(Br)ccc3n2)o1	16	-19	-6	-1	0.4	x	1.2	x	-4
O=C(NCCCNC(=O)c1ccco1)c1cccc(F)c1	18	-1	-3	-7	0.9	1	1.1	-1	-10
O=C(Cn1cnc2c(nnn2-c2ccc(F)cc2)c1=O)N1CCCc2ccccc21	2	-20	-3	-2	0.3	4	0.9	11	-8
CCN(CC)CCNC(=O)c1cc2ccccc2nc1Cl	17	-4	-4	-11	1.0	-1	0.4	20	-16
C(=N\N1CCN(C2c3ccccc3-c3ccccc32)CC1)/c1cccnc1	19	-20	-4	-4	-0.3	6	0.1	12	-12
O=C(COc1c(F)c(F)cc(F)c1F)NNC(=O)CC1CCS(=O)(=O)C1 (configuration not stated)	-7	-7	-1	-2	0.2	0	0.7	-12	-4
O=C(O)c1ccc(S(=O)(=O)N(Cc2ccc(F)cc2)C2CCCCC2)cc1	10	-10	-5	-4	0.1	-1	-0.1	-1	1
COc1ccc(S(=O)(=O)N2CCN(C(=O)c3sccc3-c3ccccc3)CC2)cc1	-22	-5	-7	-4	0.6	0	1.3	-3	2
COc1ccc(Cl)cc1NS(=O)(=O)c1cccc(C(=O)N2CC(C)OC(C)C2)c1 (configuration not stated)	21	-9	0	-2	3.0	5	1.5	-3	-9
CCN(CC)S(=O)(=O)c1cccc(C(=O)Oc2cccnc2)c1	-4	-18	-2	-6	0.1	3	0.7	-3	-4
COc1ccccc1CN1CCNC(=O)C1CC(=O)NCCCn1cccn1 (configuration not stated)	-10	-9	-2	-7	0.3	0	0.1	15	10
O=c1[nH][nH]cc1C=Nc1ccc(Oc2ccccc2)cc1	0	-8	-5	-13	0.4	1	1.6	4	3
COC(=O)c1nnn(-c2ccsc2C(=O)OC)c1C(=O)OC	13	-6	-4	-10	1.1	3	-0.1	-20	-13
Cc1ccccc1-n1c(SC(C)C(N)=O)nnc1-c1cccnc1 (configuration not stated)	3	-2	-2	2	-0.5	1	1.5	-12	-6
C=CCn1c(SCc2ccc(Br)cc2F)nc2cc(C(=O)O)ccc2c1=O	14	-13	-4	-6	2.1	-1	2.1	4	-16
C/C(=N\NC(=O)c1ccccc1)c1ccccc1Br	19	-14	-9	-12	0.3	1	-0.7	-7	-9
O=C(CCN1CCOCC1)N1CCCC(Nc2cccc(F)c2)C1 (configuration not stated)	-9	-5	-4	-5	0.7	1	-0.6	-2	-7
CCN(CC)C(=O)C(=O)Nc1ccc(OCc2ccccc2)cc1	25	-11	-6	0	2.8	0	1.6	11	-9
COC(=O)c1ccc2c(c1)S(=O)(=O)NC2C (configuration not stated)	4	x	x	x	9.7	0	x	5	7
COc1cc(OC)cc(-c2oc(=O)c3cc(OC)c(OC)cc3c2C(F)(F)F)c1	10	-23	-5	1	0.2	3	2.0	3	-9
O=c1cc(-c2ccccc2)nc(SCc2ccccc2F)[nH]1	7	0	-1	-8	0.7	-1	-0.2	3	-12
CCOC(=O)NC1(Nc2cccc(Cl)c2)Oc2ccccc2O1	13	-9	-9	1	0.8	0	-0.4	7	-1
Cc1ccc(N/C=C2\CCCCC2=O)nc1	-9	-1	-3	-16	-0.2	0	2.3	-9	-7
COc1ccc(NC(=O)c2oc3ccccc3c2NC(=O)c2ccc(OC)c(OC)c2)c(OC)c1	23	x	0	x	1.2	1	x	-13	-21
Cc1ccc(S(=O)(=O)c2ccc(Oc3cccc(C)c3)cc2)cc1	-6	35	-2	-16	0.1	6	2.3	12	-8
Cc1cccc(N2C(=O)c3ccc(C(=O)Nc4cccc(C(=O)O)c4)cc3C2=O)c1	14	-2	-2	-7	4.9	4	-0.4	-7	-10
COc1ccc(-c2nonc2NC(=O)c2oc3ccccc3c2C)cc1OC	3	-33	-3	-5	-0.5	0	-0.5	11	0
Cc1cccc(OC(C)C(=O)OCC(=O)N2CCN(c3ccccc3)CC2)c1 (configuration not stated)	0	-9	-2	-5	-0.1	-1	0.6	0	-7
Cc1ccsc1/C=N\NC(=O)CCc1c(C)n[nH]c1C	12	0	-5	3	0.3	0	0.5	-10	-7
CCCS(=O)(=O)N1CCC(C(=O)NCCCOC(C)C)CC1	-5	-11	-2	-7	0.1	4	1.1	-10	11
Cn1c(=O)[nH]c(=O)c2c1nc(N1CCN(C(=O)c3ccco3)CC1)n2CCCSc1ncccn1	18	x	-5	x	2.9	0	x	4	-9
Cc1ccc(NC(=O)CCc2nnc3ccc(N4CCC(C)CC4)nn23)nc1	9	-30	-6	-8	-0.8	1	-0.5	-43	23
NC(=O)COc1cc2oc(=O)c3c(c2cc1Cl)CCCC3	9	-7	-5	-6	7.1	4	2.2	10	-4
Cc1cc(S(=O)(=O)NC2CCN(Cc3ccccc3)CC2)c(C)cc1Cl	17	-14	-4	-8	7.9	2	5.7	-16	-13
O=C(Cc1ccc(Cl)cc1)Nc1ccccc1C(=O)N1CCCC1	-6	-9	-1	-1	0.3	3	0.8	-15	3
C=CCn1c(CCNC(=O)c2cccs2)nnc1SCC(=O)Nc1cccc(Cl)c1C	2	-35	-6	-11	0.4	7	3.5	2	-4
COCCNc1oc(-c2ccc(F)cc2)nc1C#N	23	-8	-4	-6	0.7	9	0.9	-3	-10
O=C(C[C@H]1C(=O)N(c2ccccc2)C[C@@H]1Cc1ccccc1)Nc1ccccc1	17	x	-3	x	0.8	-1	x	-4	-6
O=C(NCc1cccnc1)c1cc(Sc2ccc(F)cc2F)nc2ccccc12	17	-13	-5	-7	14	11	6.6	40	-1
O=C(CSc1nnc(-c2ccccc2)n1C1CCCCC1)N1CCCC1	5	-8	-6	3	5.3	12	-0.1	-10	-5
COc1ccc(CNC(=O)COC(=O)/C=C/c2ccc(S(=O)(=O)N3CCOCC3)cc2)cc1	4	2	-3	-10	2.1	3	3.3	10	-2
CC1(C)Cc2ccccc2C(=O)N1	21	7	-3	-8	0.3	4	2.9	-1	-5
O=C(O)CP(=O)(c1ccccc1)c1ccccc1	-4	-2	1	-13	-0.1	10	-0.1	-12	21
COc1ccc(C/C(C)=N/NC(=O)c2ccc(Cl)cc2)cc1	-16	-5	-4	0	-0.6	1	0.0	-14	18
O=C(NCCS(=O)(=O)N1CCN(c2ccccc2)CC1)c1ccco1	-8	-21	-3	-5	-0.3	1	-0.4	-21	3
CCN(CC)c1ccc(/C=N/N2CCOCC2)cc1	8	4	-2	-8	1.2	11	-0.4	1	-13
CC(O)(CS(=O)(=O)c1ccc(Br)cc1)c1ccccc1 (configuration not stated)	3	-15	-2	-6	0.1	-1	0.3	-1	-9
Cc1ccccc1CN(C)C(=O)CNC(=O)c1ccc2ccccc2c1	8	-21	-5	-6	4.4	1	2.9	2	-13
O=C1[C@H]2[C@H](C=CC[C@H]2C(=O)N2CCOCC2)CCN1Cc1ccccc1	-18	-1	-3	-5	0.0	7	-0.1	-13	-3
O=C(Cc1ccc(F)cc1)Nc1ccc(S(=O)(=O)N2CCCCC2)cc1	12	-12	-7	-19	3.6	21	4.9	14	-1
CC(C)n1cnnc1SCC(=O)Nc1cccnc1Cl	14	2	0	-1	-0.2	3	0.4	-21	-9
Cc1cc(C(=O)c2ccc(C(C)(C)C)cc2)c(NC(=O)CCl)s1	18	-15	-1	-10	-0.3	4	1.3	-12	1

Molecules from the list above containing a Cl atom (ten):
SMILES	M1 PAM parental	CHO parental Ca	M1 ag	OXTR potentiate	CHO-K1 Ca ag	TAAR1 agonist	V1aR counter	TAAR1 antagonist	CHO-K1 Ca antag
CCN(CC)CCNC(=O)c1cc2ccccc2nc1Cl	17	-4	-4	-11	1.0	-1	0.4	20	-16
COc1ccc(Cl)cc1NS(=O)(=O)c1cccc(C(=O)N2CC(C)OC(C)C2)c1 (configuration not stated)	21	-9	0	-2	3.0	5	1.5	-3	-9
CCOC(=O)NC1(Nc2cccc(Cl)c2)Oc2ccccc2O1	13	-9	-9	1	0.8	0	-0.4	7	-1
NC(=O)COc1cc2oc(=O)c3c(c2cc1Cl)CCCC3	9	-7	-5	-6	7.1	4	2.2	10	-4
Cc1cc(S(=O)(=O)NC2CCN(Cc3ccccc3)CC2)c(C)cc1Cl	17	-14	-4	-8	7.9	2	5.7	-16	-13
O=C(Cc1ccc(Cl)cc1)Nc1ccccc1C(=O)N1CCCC1	-6	-9	-1	-1	0.3	3	0.8	-15	3
C=CCn1c(CCNC(=O)c2cccs2)nnc1SCC(=O)Nc1cccc(Cl)c1C	2	-35	-6	-11	0.4	7	3.5	2	-4
COc1ccc(C/C(C)=N/NC(=O)c2ccc(Cl)cc2)cc1	-16	-5	-4	0	-0.6	1	0.0	-14	18
CC(C)n1cnnc1SCC(=O)Nc1cccnc1Cl	14	2	0	-1	-0.2	3	0.4	-21	-9
Cc1cc(C(=O)c2ccc(C(C)(C)C)cc2)c(NC(=O)CCl)s1	18	-15	-1	-10	-0.3	4	1.3	-12	1
